# KCC2 mod: modulators of human KCC2 chloride dependent transport | B-score of Tl+ flux slope (higher = more flux/activation; lower = inhibition) at 10 µM | 190,000 tested, 2.2% active | KCC2 cells, thallium flux FluoZin-2 fluorescence | Q9H2X9;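 active = thallium flux slope and its plate-corrected score both differing from the plate sample mean at a set confidence after two filtering rounds, in either direction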;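 note: slope of fluorescence scaled to starting intensity during 10 to 20 s after thallium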
# Wee1 degr inh: blocks degradation of human Wee1 kinase. HeLa Luc-Wee1K328M stability, luciferase luminescence; 100% = proteasome inhibitor MG132 effect. 220,000 tested, 1.2% active. AID 1321. reporter increase, % at 5 µM. P30291;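 active = activation above the mean of all tested compounds plus 3 SD, set per screening run, cut at about 8.8% in these data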;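 note: cells exposed to compound for 20 h before luminescence read; 0% = DMSO alone and 100% = MG132 at 30 µM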
# p97 ATPase inh: blocks human p97 ATPase activity. P55072. recombinant p97 ATPase, Kinase-Glo ATP luminescence, 3 h. inhibition, % at 8 µM. 220,000 tested, 0.42% active. AID 1481; in the data active = inhibition above about 15%;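 note: 0% = DMSO vehicle and 100% = wells lacking enzyme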
# KLK5 inh: inhibitors of human kallikrein 5. recombinant hK5, fluorogenic AMC substrate cleavage. inhibition, % at 5 µM. 210,000 tested, 0.59% active. AID 873;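 active = inhibition of 40% or more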;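 note: 0% = enzyme controls without compound and 100% = no-enzyme blanks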
# thrombin 1536: thrombin (human) inhibition; P00734; alpha-thrombin, Boc-VPR-AMC fluorogenic substrate cleavage; inhibition, % at 5 µM; 220,000 tested, 0.26% active; AID 1046;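 active = inhibition at or above 40%; inactive = inhibition below 40%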;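 note: 0% = enzyme with no compound and 100% = wells without enzyme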
#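 Material: human alpha-thrombin protein. Incubation: reaction at ambient temperature. Technique: fluorescence of released AMC, ex 355 nm, em 460 nm. Control set: no-compound enzyme wells and no-enzyme blanks. Also added: Boc-VPR-AMC substrate, 15 µM final. Buffer or medium: pH 7.5 Tris (50 mM) with NaCl 150 mM, Tween 20 0.05%.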
# PERK inhibitor: human PERK inhibition, primary cell-based screen; AID 1416; inhibition, % at 5.6 µM; Q9NZJ5; CHO PERK-DD fusion, SEAP luminescence translation reporter; 220,000 tested, 0.17% active;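 active = inhibition above the mean inhibition of all tested compounds plus 3 SD, set separately per screening campaign, cut at about 2.9% in these data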;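 note: PERK kinase domain activated by AP20187 dimerizer at 100 nM; 0% = DMSO with dimerizer and 100% = rapamycin at 8.4 µM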
# Target sequence (Q9NZJ5 whole entry, looked up, the tested form may be a part): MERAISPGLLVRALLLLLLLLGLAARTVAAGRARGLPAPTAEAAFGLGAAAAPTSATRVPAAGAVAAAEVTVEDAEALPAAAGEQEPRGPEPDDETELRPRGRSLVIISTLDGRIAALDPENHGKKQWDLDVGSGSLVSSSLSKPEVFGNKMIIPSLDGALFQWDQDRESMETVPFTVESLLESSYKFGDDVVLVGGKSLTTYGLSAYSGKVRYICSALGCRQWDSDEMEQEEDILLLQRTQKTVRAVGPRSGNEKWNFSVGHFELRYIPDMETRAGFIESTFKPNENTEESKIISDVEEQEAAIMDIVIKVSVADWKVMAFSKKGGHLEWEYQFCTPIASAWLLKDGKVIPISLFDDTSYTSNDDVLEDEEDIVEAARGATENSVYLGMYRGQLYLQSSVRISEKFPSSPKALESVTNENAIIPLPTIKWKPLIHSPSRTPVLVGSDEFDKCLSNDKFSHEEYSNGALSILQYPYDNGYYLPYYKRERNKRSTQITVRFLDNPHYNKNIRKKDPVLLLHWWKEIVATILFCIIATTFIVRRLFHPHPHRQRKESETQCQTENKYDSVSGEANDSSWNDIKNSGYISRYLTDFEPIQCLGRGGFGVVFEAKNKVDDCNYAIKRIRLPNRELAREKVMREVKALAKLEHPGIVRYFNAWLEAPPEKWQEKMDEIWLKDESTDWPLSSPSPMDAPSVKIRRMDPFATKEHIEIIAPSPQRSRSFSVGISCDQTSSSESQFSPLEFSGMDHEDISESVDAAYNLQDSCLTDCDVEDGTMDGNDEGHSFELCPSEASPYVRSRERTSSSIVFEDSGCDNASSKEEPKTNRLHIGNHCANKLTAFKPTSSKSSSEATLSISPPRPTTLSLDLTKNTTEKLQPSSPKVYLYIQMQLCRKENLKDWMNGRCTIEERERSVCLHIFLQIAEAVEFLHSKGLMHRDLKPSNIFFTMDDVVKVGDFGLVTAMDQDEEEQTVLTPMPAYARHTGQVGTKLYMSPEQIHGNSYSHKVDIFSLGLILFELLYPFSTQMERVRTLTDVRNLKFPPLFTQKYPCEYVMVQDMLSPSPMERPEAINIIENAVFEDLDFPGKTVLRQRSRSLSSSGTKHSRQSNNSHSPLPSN
# FXIa inh: blocks human coagulation factor XIa protease activity; inhibition, % at 5 µM; 220,000 tested, 0.14% active; purified FXIa, Boc-Glu-Ala-Arg-AMC fluorogenic substrate; AID 798; P03951;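 active = inhibition of at least 40%; inactive = inhibition below 40%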;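 note: fluorescence of freed AMC excited at 355 nm; 0% = enzyme without compound and 100% = no enzyme blank; many of its hits are not listed in these tables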
# Furin inhibitor: blocks human furin protease activity. inhibition, % at 30 µM. purified furin, fluorogenic substrate cleavage. P09958. 220,000 tested, 0.061% active; in the data active = inhibition above about 25%; note: inactives centre near -15
# FXIIa inh 1536: inhibitors of human coagulation factor XIIa; P00748; purified FXIIa, Boc-QGR-AMC fluorogenic substrate, 2 h; inhibition, % at 5 µM; 220,000 tested, 0.3% active; AID 800; in the data active = inhibition above about 40%;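 note: 0% = enzyme with no compound and 100% = blank without enzyme; many of its hits are not listed in these tables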
# * = called active by the depositor; nt = no result given; [ ] = remark or other dose.
SMILES,KCC2 mod,Wee1 degr inh,p97 ATPase inh,KLK5 inh,thrombin 1536,PERK inhibitor,FXIa inh,Furin inhibitor,FXIIa inh 1536
O=C(Nc1ccccc1)c1ccccc1CC[N+](=O)[O-],nt,4,4,-6,4,1.6,5,-25[20 µM],10
COC(=O)c1ccc(C2/C(=C(/O)c3ccc(OC)cc3)C(=O)C(=O)N2Cc2ccco2)cc1 (centres undefined),-0.049,3,4,nt,nt,0.6,nt,-21,nt
CN(C)c1ccc(C(CC(=O)O)NC(=O)c2ccc(Cl)cc2)cc1 (centres undefined),0.37,1,-3,-5,-4,-0.2,-1,-20,13
O=C(Nc1nc(-c2cccc(Br)c2)cs1)Oc1ccccc1,nt,-2,1,-2,-7,0.7,-16,-8[20 µM],29
COC(=O)c1ccc(Cl)c(NC(=O)CSc2ncn[nH]2)c1,-0.12,-3,2,-23,-10,0.4,-10,-23[20 µM],-6
COC(=O)C/C(N)=C(\C#N)C(=O)OC,0.96,0,-5,-9,-4,0.9,6,-13,5
O=C(N/N=C1/CCc2ccccc21)C1CC1,-0.019,0,1,3,-2,-0.2,-2,-21,11
CSc1nc2nc(-c3ccccc3)cc(C(F)(F)F)n2n1,-0.38,0,-9,0,-6,-0.4,-8,-7[20 µM],-6
O=C(CCCCn1c(=O)[nH]c2ccccc2c1=O)N1CCN(c2ncccn2)CC1,0.098,1,2,-11,-1,-0.4,3,-3,7
Cc1ccc(F)cc1NC(=O)N1c2ccccc2NC(=O)CC1C (centres undefined),-1,2,3,0,0,1.8,-8,-20,10
CCOc1ccc2c(c1)sc(N)[n+]2Cc1cc(C)cc2cccnc12,-0.098,3,-4,3,-3,-1.2,-3,-13,8
COCCNC(=O)c1c[nH]c2ccc(OC)cc2c1=O,nt,-1,6,-17,-7,2.1,2,-15,16
COc1cc(O)c(C(C)=O)c(CC(=O)O)c1,0.0038,nt,nt,6,4,nt,2,-27,8
COc1cc(C(=S)N2CCOCC2)cc(OC)c1OC(=O)c1cc([N+](=O)[O-])cc([N+](=O)[O-])c1,0.72,5,3,6,-4,2.4,-5,-25[20 µM],-2
S=C(NCCc1ccccc1)Nc1ccccc1,-0.29,4,7,3,-1,1.9,5,-17,10

# Quoted from the listing.
# For Furin inhibitor, CN(C)c1ccc(C(CC(=O)O)NC(=O)c2ccc(Cl)cc2)cc1 (centres undefined) shows -20
# For Wee1 degr inh, COC(=O)c1ccc(C2/C(=C(/O)c3ccc(OC)cc3)C(=O)C(=O)N2Cc2ccco2)cc1 (centres undefined) shows 3
# For Furin inhibitor, CSc1nc2nc(-c3ccccc3)cc(C(F)(F)F)n2n1 shows -7[20 µM]
# For p97 ATPase inh, COCCNC(=O)c1c[nH]c2ccc(OC)cc2c1=O shows 6
# For p97 ATPase inh, O=C(CCCCn1c(=O)[nH]c2ccccc2c1=O)N1CCN(c2ncccn2)CC1 shows 2

# Following part:
SMILES,KCC2 mod,Wee1 degr inh,p97 ATPase inh,KLK5 inh,thrombin 1536,PERK inhibitor,FXIa inh,Furin inhibitor,FXIIa inh 1536
COc1ccnc(Oc2ccc(F)cc2)c1C(=O)N/C=N/OCc1ccc(F)cc1,nt,-2,0,-6,-7,0.8,2,1[20 µM],9
S=C(Cc1cccnc1)N1CCOCC1,1.6,2,3,-8,2,0.3,0,-1,10
O=C(/C=C/c1ccccc1[N+](=O)[O-])OC1CCCCC1=O (centres undefined),0.81,-1,-3,-4,-6,-0.2,-2,-2,4
C[C@@H](C(=O)O)[C@@H]1C[C@@]1(C)[C@@H](NC(=O)OCc1ccccc1)c1ccccc1,-0.63,-4,6,-6,3,1.7,20,-13,30
Cc1ccc(S(=O)(=O)N2CCN(CC(=O)N/N=C\C(Cl)=C\c3ccccc3)CC2)cc1,0.12,4,-4,-38,-9,0.1,-5,-25,1
COC(=O)c1ccc(C)c(NC(=O)Cn2cnc3ccccc3c2=O)c1,nt,-2,-1,11,10,-0.1,17,-20,11
Cc1ccc(CN(CC(=O)N/N=C/c2ccccc2[N+](=O)[O-])S(=O)(=O)c2ccc(C)cc2)cc1,-0.31,-2,4,2,0,0.0,-1,-18[20 µM],1
Cc1ccc(NC2=NC(c3ccc(F)cc3)n3c(nc(C)cc3=O)N2)cc1 (centres undefined),-0.68,-2,1,-4,-10,0.8,-2,-9,4
COc1ccccc1OCC(=O)NN=C(Cc1ccccc1)Cc1ccccc1,-2.5,-2,1,-17,-7,0.4,3,-8,8
CCN(CC)c1ccc(C2=NNC(=O)CC2C)cc1[N+](=O)[O-] (centres undefined),nt,-1,0,3,6,-0.1,-8,-10[20 µM],-11
CCc1c(C)sc(NC(=O)c2cc(-c3cc(OC)ccc3OC)on2)c1C#N,nt,0,7,1,-20,0.0,-1,-17,-8
O=C(CCc1ccccc1)NC(=S)Nc1ccccc1Br,3.2,-1,0,nt,-2,1.8,2,-27,5
CCS(=O)(=O)Nc1cccc(-c2nc3cccnc3s2)c1,-0.89,12*,5,4,-2,0.4,4,-28,11
CCOC(=O)c1cnc2c(c(C)nn2C)c1Oc1cc(Cl)cc(Cl)c1,-0.54,1,-12,15,31,-0.1,18,-8,19
Cc1cccc(-n2c(Cc3cc(=O)[nH]c(=O)[nH]3)nnc2SCC(=O)NCC2CCCO2)c1 (centres undefined),1,-2,-2,-7,-7,1.0,4,-17,9
Cc1ccc2nc(SCC(=O)NCC3CCCO3)c(C#N)cc2c1 (centres undefined),nt,12*,5,6,1,0.2,3,-27,3
Cn1c2c(c3ccccc31)CC/C2=N\O,-1.6,0,-1,-10,3,0.6,0,-10,13
CSc1nc(/C=C2\C=Nc3ccccc32)c(O)n1C,-1.2,-1,3,0,-5,0.0,5,-8,10
CC(NC(=O)CNC(=S)N(Cc1cccs1)C1CCCC1)c1ccccc1 (centres undefined),-0.22,8,0,-1,0,1.5,-6,-28,2
O=C(O)CCS(=O)(=O)Cc1ccccc1F,0.49,-1,7,-5,2,0.1,6,-26,11
CC(C)=CC(=O)N1CCCc2ccccc21,0.91,-3,0,-17,-1,1.4,-4,-15[20 µM],10
CCOC(=O)C1CCCN(C(=O)CCC(=O)Nc2ccc3nc(N4CCOCC4)cc(C)c3c2)C1 (centres undefined),-1.7,-1,1,-23,-4,1.0,-1,-46,6
O=C(Cc1ccccc1)N/N=C/c1ccc(Cl)cc1Cl,-0.19,0,2,-3,-4,0.9,5,-3[20 µM],14
COc1ccc(-n2c(COc3ccccc3)nnc2SCC(N)=O)cc1,0.47,-2,-9,-10,-10,0.0,0,-9,12
O=C(CN1C(=O)/C(=C/c2ccccc2)SC1=S)Nc1cccnc1,nt,-2,1,4,8,0.5,-3,-25,6
COC(=O)c1ccc(CSc2ncnc3c2nnn3-c2ccc(F)cc2)o1,nt,1,-3,1,5,1.6,2,-12,19
CC(=O)NC1C(Oc2ccccc2C)OC(CO)C(O)C1O (centres undefined),-0.59,-4,4,2,-4,1.1,-3,-33,7
COCCOC(=O)c1[nH]c2c(c1C)C(=O)CC(c1ccco1)C2 (centres undefined),0.2,7,2,-40,-3,1.2,6,-4,13
CNc1[nH]ncc1[N+](=O)[O-],-0.0013,-3,4,-7,-9,0.0,-1,-16,5
Cc1cc(C)n(-c2cc(N3CCN(S(=O)(=O)c4ccc5ccccc5c4)CC3)ccc2[N+](=O)[O-])n1,0.32,-1,-1,17,4,-0.6,14,-11,17

# Random excerpt: 2 entries already listed
SMILES,KCC2 mod,Wee1 degr inh,p97 ATPase inh,KLK5 inh,thrombin 1536,PERK inhibitor,FXIa inh,Furin inhibitor,FXIIa inh 1536
CC(=O)NC1C(Oc2ccccc2C)OC(CO)C(O)C1O (centres undefined),-0.59,-4,4,2,-4,1.1,-3,-33,7
CSc1nc(/C=C2\C=Nc3ccccc32)c(O)n1C,-1.2,-1,3,0,-5,0.0,5,-8,10

# Continued.
SMILES,KCC2 mod,Wee1 degr inh,p97 ATPase inh,KLK5 inh,thrombin 1536,PERK inhibitor,FXIa inh,Furin inhibitor,FXIIa inh 1536
CCOC(=O)C1C(c2ccc(O)c(OCC)c2)NC(=S)NC1(O)C(F)(F)F (centres undefined),1.8,1,-4,-4,-6,1.8,-3,-5[20 µM],-2
CCOC(=O)C1CCN(c2ncnc3c2c(-c2ccccc2)cn3-c2ccc(C)cc2)CC1,0.45,0,2,-1,1,0.0,0,-14,6
O=C(Nc1cccc2ccccc12)NC1CCCc2ccccc21 (centres undefined),-0.065,3,0,-8,-1,0.8,1,-9[20 µM],13
O=C(CSc1nc2ccc([N+](=O)[O-])cc2[nH]1)c1ccc(Cl)cc1,-0.88,-2,3,-17,-4,0.5,4,-11,12
O=C(CSc1ncccn1)N1CCC(Cc2ccccc2)CC1,-2.3,-1,0,-4,-10,1.2,-6,-27,5
CCn1cc(Cl)c(C(=O)NNC(=O)CCn2cc([N+](=O)[O-])cn2)n1,-0.018,-4,4,-9,-4,2.1,7,-22,6
CCC(=O)Nc1cccc(NC(=S)NC(=O)c2ccc(C)cc2)c1,-0.68,-2,-4,6,8,-0.4,-6,-14,5
COc1ccc(OC)c(Nc2ccc(C(=O)O)cc2[N+](=O)[O-])c1,0.14,2,3,1,1,-0.2,23,5,31
C=CCn1c(Sc2nncn2C)nc2c1c(=O)[nH]c(=O)n2C,nt,0,4,29,21,0.3,10,-15[20 µM],7
COC(=O)c1cc(OC)c(OC)cc1NCC(=O)Nc1ccc(C)cc1,1.5,9,4,-3,7,0.1,9,-8,-4
CCOC(=O)NC(=O)/C(C#N)=N\Nc1cccc(OC)c1,-2.2,1,4,-3,3,0.8,-1,-11,10
Nc1c(NCCCN2CCOCC2)c2ccccc2oc1=O,0.73,-1,1,-2,-10,0.8,19,-20[20 µM],14
Cc1cccn2c(=O)c3cc(C(=O)NCCCn4ccnc4)n(C)c3nc12,-1.2,0,5,-109,-5,-0.4,-7,-40,0
Cc1cc(C(=O)COC(=O)c2ccc[nH]c2=O)c(C)n1-c1ccccc1F,-0.041,1,-5,-1,-1,-0.5,-2,-4,2
O=C1c2ccccc2-c2c1cccc2C(=O)N1CCCCC1,0.48,4,-3,-7,-1,-0.5,4,-18[20 µM],10
CC(C)NS(=O)(=O)c1ccc2c(c1)oc(=O)n2C,0.15,0,2,-4,-4,0.4,4,6,10
Cc1cccc(N(C(=O)c2snc(C(N)=O)c2N)C(C)C(=O)NCC2CCCO2)c1 (centres undefined),0.23,0,0,-2,-2,0.0,-4,2,4
O=c1oc2ccccc2cc1-c1csc(Nc2ccc(O)cc2)n1,-0.87,7,7,3,-6,-0.9,1,-18,7
O=C(NC1CCCC1)c1cc(COc2ccc3ncccc3c2)on1,0.39,-3,5,4,0,-1.4,5,-19,14
Cc1ccccc1NC(=S)NCCc1ccc(S(N)(=O)=O)cc1,-0.08,0,6,-12,-7,1.2,7,-12,14
CC(C(=O)OCC(=O)c1ccccc1)N1C(=O)C2C3CCC(C3)C2C1=O (centres undefined),-0.0046,0,1,-15,3,0.9,8,-41,4
CN(C)S(=O)(=O)c1cccc(NC(=O)COC(=O)COc2ccc(Br)cc2)c1,-1.3,3,3,2,0,1.4,-2,-30,10
CC(C)OC(=O)c1nnn(-c2nonc2N)c1CSc1ccccn1,nt,-3,0,5,2,-1.1,-3,-19,1
CCOc1ccc(CCNC(=O)C2CCN(c3ccc(N4CCOCC4)nn3)CC2)cc1OCC,0.13,1,6,-19,4,-0.5,-8,-11,-8
COc1ccc(CCNC(=O)CCc2ccc(S(=O)(=O)NC(C)C)cc2)cc1,-0.65,-1,-8,30,21,-0.5,16,-6,19
Cc1cc(N)ccc1S(C)(=O)=O,-0.11,0,-1,-28,0,0.6,8,-10[20 µM],12
CC(C)C(C)NC(=O)CSc1nnc(-c2c[nH]c3ccccc23)o1 (centres undefined),-0.33,-2,4,nt,-2,1.1,2,-16,12
COc1cccc(C=Nc2ccccc2C(=O)Nc2ccccc2)c1O,-0.72,-2,6,-24,-13,1.2,-3,-12,-4

# Screening data as filed in PubChem.
